# aSyn UTR inh: 5' untranslated region of α-synuclein, MLPCN primary screen. hit rate 0.82% among 300,000. alpha-synuclein 5'UTR reporter, inhibitor activity. inhibition, % (tested at 7.5 µM); in the data active = inhibition above about 60%;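 note: H4 neuroglioblastoma cells stably carrying SNCA 5'UTR luciferase fusion; 0% = DMSO wells and 100% = positive control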
# HSF-1 act: increases HSF-1 driven luciferase reporter signal; NIH3T3-HGL HSF-1 luciferase reporter, MG132, 8 h; 100% = twice DMSO control signal; activation, % at 9 µM; hit rate 1.7% among 300,000;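 active = mean replicate activation of at least 50% with a set share of replicates each reaching 50%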;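 note: 0% = median of the neutral control wells and 100% = twice that signal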
# HSP90 inh: HSP90 refolding inhibition in rabbit reticulocyte lysate | luciferase refolding luminescence, 3 h | inhibition, % at 5.6 µM | hit rate 0.91% among 290,000;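 active = inhibition above the screen-wide mean plus 3 SD, computed separately per campaign, cut at about 16% in these data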;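 note: 0% = DMSO wells and 100% = 60 µM geldanamycin wells; inhibitors lower the luminescence because luciferase stays unfolded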
# KLF5 inh: suppresses KLF5 promoter-driven expression; DLD-1 KLF5 promoter-luciferase reporter, luminescence; inhibition, % at 5 µM; hit rate 0.23% among 290,000;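 active = inhibition above a per-plate limit of that plate's mean compound inhibition plus 3 SD, cut at about 60% in these data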;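 note: 0% = DMSO wells and 100% = LY294002 at 200 µM; higher means less KLF5 promoter-driven luciferase light; inactives centre near -14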
# HSF1 inh: HSF1 inhibition; NIH3T3-HGL HSE-luciferase, MG132-induced, luminescence 8 h; active compounds read low; activity change, negative = inhibition, % at 7.5 µM (by protocol); hit rate 0.77% among 300,000;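 active = more than half of replicate wells show activity change below -50%, luminescence cut by over half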;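 note: luciferase reports HSF-1 transcriptional activity via heat shock element; 0% = median of DMSO wells and -100% = zero luminescence signal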
# AI-2 QS mod: modulates the Vibrio harveyi AI-2 quorum sensing system; Vibrio harveyi JMH597 AI-2 luminescence/OD600 ratio, 9 h; active compounds read low; strain lacks LuxN and CqsS sensors; 0 = neutral-control median; activity change, % at 7.5 µM; hit rate 0.4% among 300,000; AID 2094; in the data active = activity change below about -75%, passing the limit was not always enough;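 note: luminescence divided by OD600 gain over 9 h not by final OD600 alone; inactives centre near 13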
# HDAC3 inhib: blocks human histone deacetylase 3; O15379; recombinant HDAC3, fluorogenic peptide/trypsin coupled, fluorescence; inhibition, % at 8.3 µM; hit rate 0.15% among 320,000; AID 2718; in the data active = inhibition above about 26%, passing the limit was not always enough
# Target sequence (O15379 whole entry, looked up): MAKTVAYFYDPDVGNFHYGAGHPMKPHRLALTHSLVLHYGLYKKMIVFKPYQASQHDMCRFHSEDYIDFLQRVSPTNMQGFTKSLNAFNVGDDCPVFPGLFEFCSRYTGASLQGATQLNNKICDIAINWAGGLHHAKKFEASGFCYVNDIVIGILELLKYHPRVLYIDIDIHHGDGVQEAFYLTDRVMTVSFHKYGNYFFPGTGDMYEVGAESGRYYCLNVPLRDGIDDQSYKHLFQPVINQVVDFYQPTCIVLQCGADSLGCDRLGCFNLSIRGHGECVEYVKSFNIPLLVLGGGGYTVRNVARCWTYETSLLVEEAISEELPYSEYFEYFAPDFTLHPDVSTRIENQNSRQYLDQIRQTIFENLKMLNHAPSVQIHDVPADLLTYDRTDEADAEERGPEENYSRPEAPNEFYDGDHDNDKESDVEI
# IEC-6 cytotox: IEC-6 cytotoxicity, counter-screen for KLF5 inhibitors; hit rate 0.78% among 290,000; inhibition, % at 5 µM; luminescence viability; in the data active = inhibition above about 22%;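 note: 0% = plate median of test compound wells and 100% = cytotoxic reference compound wells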
# HIF activator: HIF pathway transcriptional activation | U2OS HRE-luciferase reporter, luminescence; normalized: DMSO 0%, desferrioxamine 100% | activation, % at 7.5 µM (by protocol) | hit rate 0.32% among 300,000;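 active = mean activation of at least 10% of the iron chelator positive control signal, with at least half of replicates also reaching 10%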
# Platelet DG rel: modulates dense granule release in human platelets | human platelet-rich plasma, SFLLRN dense granule ATP release, luminescence | inhibition, %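 (compounds screened at 7.5 µM in platelet-rich plasma)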 | hit rate 0.22% among 300,000;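 active = mean replicate score, as percent of positive control, at or above 50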
# Active calls of the source: *; / = not tested or not shown.
# Each structure is followed by: aSyn UTR inh	HSF-1 act	HSP90 inh	KLF5 inh	HSF1 inh	AI-2 QS mod	HDAC3 inhib	IEC-6 cytotox	HIF activator	Platelet DG rel
> CCCCOC(=O)Nc1ccc(S(=O)(=O)Nn2cnnc2)cc1
  2.3	-13.5	-0.1	-12.7	-1.6	24.3	-3.8	3.3	0.2	0.9
> O=C1CC2(CCN(C(=O)c3cccc(Br)c3)CC2)Oc2ccccc21
  14.3	31.9	/	/	17.6	9.4	-6.2	/	-1.4	0.1
> Nc1cccc(S(=O)(=O)Nc2ccc(SC(F)F)cc2)c1
  -20.7	6.3	-1.8	-30.1	5.7	-33.8	-4.0	-2.5	-0.6	8.1
> CS(=O)(=O)N1CC2CCCN2c2ccc(C(F)(F)F)cc21 (stereo not drawn)
  -12.9	6.2	0.7	-33.5	-0.1	5.9	3.9	-3.0	0.1	-8.1
> CN(CCNC(=O)CCCOc1cc(=O)n(C)c2ccccc12)Cc1ccccc1
  4.3	9.0	1.3	-12.5	5.9	9.5	/	1.9	-0.2	9.9
> CC(C)(C)NC(=O)NC(=O)CN1CCCCC1
  -6.1	0.7	2.8	-23.3	-0.5	13.4	-4.9	0.5	0.0	-3.9
> O=C(c1cnccn1)N(Cc1ccco1)C1(C(=O)NC2CCCCC2)CCCCC1
  -25.8	27.9	2.1	-23.9	-6.1	0.4	-2.0	2.0	-0.3	-3.7
> O=C(Nc1nnc(-c2ccccc2)s1)c1ccccc1F
  -151.8	-15.9	1.8	-105.0	-3.5	-16.5	0.9	-1.7	3.7	-0.4
> CC(C)C1Cc2nc(Cl)c(C#N)cc2CO1 (stereo not drawn)
  16.5	-10.7	0.2	4.3	-2.8	17.3	1.2	6.4	0.4	3.3
> O=C(Cn1nnc2ccccc2c1=O)NCc1ccco1
  13.2	-0.3	-1.8	-18.7	1.8	-1.3	0.4	-2.0	-0.4	-3.7

# Each structure is followed by: aSyn UTR inh	HSF-1 act	HSP90 inh	KLF5 inh	HSF1 inh	AI-2 QS mod	HDAC3 inhib	IEC-6 cytotox	HIF activator	Platelet DG rel
> CCOC(=O)c1ccc2c(c1)N(Cc1ccccc1C)C(=O)c1ccccc1S2=O (stereo not drawn)
  -0.3	12.1	2.0	7.0	6.8	27.9	3.8	4.0	0.1	-1.6
> N=C1C(=O)OCC1c1ccccc1NC(=O)c1ccc(F)cc1 (stereo not drawn)
  21.1	-0.3	-1.2	-0.1	-2.2	7.8	5.0	10.3	/	-2.7
> COCC(C)N1CCC(n2nccc2NC(=O)c2ccc3c(c2)OCO3)CC1 (stereo not drawn)
  16.1	2.1	2.7	-31.7	5.7	9.5	5.2	-2.1	-0.5	7.4
> Clc1ccsc1-c1ccc2ccccc2n1
  -113.3	23.0	2.1	-43.4	11.8	38.7	3.0	-0.6	-33.9	1.5
> COc1ccc(C2C(=O)c3ccccc3C2=Nc2ccc(Br)cc2)cc1 (stereo not drawn)
  -16.1	-11.9	/	/	4.2	7.0	-6.4	/	-0.3	1.3
> Cc1ccc(Nc2nc(N)nc(CSC(=S)N3CCOCC3)n2)cc1
  -127.3	36.8	-3.2	-74.1	14.4	8.5	-4.4	6.8	3.9	-0.7
> Cc1onc(-c2ccccc2)c1C(=O)NC(C)C
  -6.1	2.2	-2.0	19.5	0.9	30.5	1.0	1.5	/	0.7
> Cc1ccc2[nH]cc(CCNC(=O)C3CCCCC3)c2c1
  -9.0	-14.1	-4.3	-10.8	1.9	-21.7	2.1	1.2	-0.2	-3.6
> CC1CCN(C(=O)C2CCN(S(=O)(=O)c3cccs3)CC2)CC1
  -25.1	19.8	-2.4	-17.4	-1.2	12.6	0.8	-1.9	0.7	-1.9
> CC(C)(C)n1nnnc1C(c1ccc(F)cc1)N(Cc1ccc(F)cc1)Cc1ccco1 (stereo not drawn)
  21.3	18.5	4.6	10.2	6.5	23.4	1.1	2.5	0.0	2.2

# Each structure is followed by: aSyn UTR inh	HSF-1 act	HSP90 inh	KLF5 inh	HSF1 inh	AI-2 QS mod	HDAC3 inhib	IEC-6 cytotox	HIF activator	Platelet DG rel
> O=C(CSc1nnc(Cc2ccccc2)o1)Nc1cccc(F)c1
  -15.5	11.9	-2.7	-6.6	0.5	-2.6	4.6	-4.7	-1.2	4.4
> CCOC(=O)N1CCC(NC(=O)C2CCN(S(=O)(=O)N3CCCC3)CC2)CC1
  1.6	-6.1	0.0	-9.8	-0.7	40.3	0.8	-1.9	-0.1	15.2
> Cc1cc(C)n2nc(C(=O)OCC(=O)c3cc(C)n(CC4CCCO4)c3C)nc2n1 (stereo not drawn)
  -0.1	-5.1	3.0	-7.5	-3.6	7.7	0.4	-2.5	-0.5	11.7
> O=C(Nc1ccc(O)cc1)C1CCCO1 (stereo not drawn)
  14.2	5.4	3.8	-12.2	-5.1	17.2	-5.7	-1.7	-1.7	3.4
> CNc1nc(NC)nc(-n2c(C(F)(F)F)nc3ccccc32)n1
  30.0	-23.7	1.1	-4.5	-8.3	9.9	2.1	2.8	-0.2	-2.0
> CN(C)S(=O)(=O)N1CCC(CCCC2CCN(S(=O)(=O)N(C)C)CC2)CC1
  11.0	-5.3	9.4	-20.8	-8.2	18.0	2.4	1.4	-0.3	-0.2
> O=[N+]([O-])c1nn(-c2ccc3c(c2)OCCO3)n(O)c1=Nc1ccc(Cl)cc1
  12.0	-83.6	8.6	21.1	-79.2*	5.9	12.7	-10.7	-1.4	3.6
> COc1cc(/C=C/c2cccc[n+]2C)ccc1OCC(=O)Nc1cccc(Cl)c1
  -41.9	33.8	-1.9	-11.5	1.6	41.9	5.3	-3.5	0.1	0.2
> COc1ccc2c(C)c(Cl)c(=O)oc2c1
  -41.2	5.1	1.5	-14.9	-5.4	7.8	-22.8	0.6	-47.7	-6.7
> CCN(CC)CCN(C(=O)C1=COCCO1)c1nc2ccc(C)cc2s1
  -31.6	53.2*	-0.8	-28.1	23.7	11.3	6.3	-2.2	4.0	21.3

# Each structure is followed by: aSyn UTR inh	HSF-1 act	HSP90 inh	KLF5 inh	HSF1 inh	AI-2 QS mod	HDAC3 inhib	IEC-6 cytotox	HIF activator	Platelet DG rel
> Cc1cccc(Nc2ccccc2C(=O)OCC(=O)NCc2ccco2)c1C
  5.3	4.6	0.4	-12.2	7.1	18.8	-3.6	-9.1	-0.4	-2.7
> Cc1ccc(Cl)cc1N1CCN(S(=O)(=O)c2ccc3c(c2)OCCO3)CC1
  -18.6	-18.2	4.0	-12.0	-6.7	-6.7	7.2	8.3	0.2	-5.1
> N#C/C(=C(/O)COC(=O)CCCNC(=O)c1ccc(Cl)cc1)c1nc2ccccc2[nH]1
  0.1	-25.8	1.6	-13.8	-1.7	18.0	-7.0	4.2	0.0	-7.9
> COc1ccc(C(=O)COC(=O)CCc2ccccc2)cc1
  -25.7	0.9	-1.9	-37.9	2.0	20.9	4.0	-6.1	-0.1	-2.6
> COc1ccc(NC(=O)Nc2ccccc2)cc1S(=O)(=O)N1CCCCC1
  -0.2	7.3	1.1	-6.1	8.7	1.5	2.7	2.0	1.2	-1.8
> Cc1ccc(S(=O)(=O)NCC(=O)OCc2ccccc2)cc1
  -20.8	10.7	3.6	-1.1	4.3	8.8	-1.2	3.1	-0.2	-2.2
> O=C(Cc1noc2ccccc12)NNC(=S)Nc1ccc(Cl)cc1
  6.0	14.4	-0.5	-20.2	4.0	23.0	0.6	-2.1	-0.1	1.0
> CC(C)N1C(=S)N(Cc2ccco2)C(=O)C1CC(=O)Nc1ccccc1 (stereo not drawn)
  0.9	25.4	-0.2	3.8	3.6	-0.8	-2.4	-1.1	-0.1	5.1
> CC(C)NC(=O)N1CCCN(c2nc3ccc(Cl)cc3s2)CC1
  -62.1	13.0	-4.0	-53.9	-0.4	15.0	2.3	-1.9	1.5	-10.0
> Cc1cc(C)cc(CC2CC(=O)N(c3nc(C)cc(C)n3)C2=O)c1 (stereo not drawn)
  -25.3	36.0	-1.2	-1.5	5.9	12.4	-3.1	1.0	0.1	-1.7

# HSF1 inh, hit marks shown above
compound,aSyn UTR inh,HSF-1 act,HSP90 inh,KLF5 inh,HSF1 inh,AI-2 QS mod,HDAC3 inhib,Platelet DG rel
O=[N+]([O-])c1nn(-c2ccc3c(c2)OCCO3)n(O)c1=Nc1ccc(Cl)cc1,12.0,-83.6,8.6,21.1,-79.2*,5.9,12.7,3.6

# New compounds follow:
# Each structure is followed by: aSyn UTR inh	HSF-1 act	HSP90 inh	KLF5 inh	HSF1 inh	AI-2 QS mod	HDAC3 inhib	IEC-6 cytotox	HIF activator	Platelet DG rel
> CN(C)/C(=N\S(=O)(=O)c1ccc(F)cc1)c1ccccc1
  10.2	29.0	1.5	-23.1	6.3	3.1	0.7	2.3	-1.1	2.8
> O=C(N/N=C/c1ccc(OC(=O)c2ccccc2Cl)cc1)c1ccccn1
  -112.2	41.3	-3.4	-87.2	18.5	23.3	-4.9	-1.8	2.2	-0.1
> CCN1CCN(CCOCCOc2ccccc2)CC1
  19.4	10.3	1.6	-31.2	-9.7	/	-3.3	-4.5	-6.2	0.6
> Cc1ccc(C(C)C)c(OCC(O)CN2CCc3ccccc3C2)c1 (stereo not drawn)
  12.8	1.6	1.2	-20.8	0.3	9.7	8.1	5.3	-8.2	-8.2
> Cc1ccc2[nH]c(C(=O)N/N=C/c3ccc([N+](=O)[O-])cc3)c(C)c2c1
  -62.9	-3.2	-2.2	32.1	-6.9	0.6	-2.7	33.9*	-8.1	3.4
> COC(=O)c1ccc(/C=C2/SC(=S)N(CCCC(=O)Nc3ccc(O)cc3)C2=O)cc1
  22.4	-2.8	5.7	-35.5	-14.8	10.0	0.4	5.8	-3.4	7.7
> COc1ccc(/C=C2\CN(Cc3ccccc3)C/C(=C\c3ccc(OC)cc3OC)C2=O)c(OC)c1
  -68.0	-49.5	11.5	1.3	-47.5	44.2	2.2	-1.6	-0.6	-9.5
> Cc1ccc(C(=O)N2CCc3ccccc32)cc1NC(=O)c1ccco1
  -8.0	-9.5	1.4	3.3	-2.9	-7.5	6.9	3.7	0.1	-5.4
> CC(C)CCc1c(O)nc(SCC(C)C)[nH]c1=O
  -17.3	-9.1	-0.1	0.4	-6.6	-11.6	0.4	2.7	-0.7	-5.7
> O=C(NCc1ccc(F)cc1)C(=O)Nc1nc(C23CC4CC(CC(C4)C2)C3)cs1
  43.7	-8.0	3.1	-8.9	-2.8	19.6	1.6	10.9	-0.5	-2.8

# Each structure is followed by: aSyn UTR inh	HSF-1 act	HSP90 inh	KLF5 inh	HSF1 inh	AI-2 QS mod	HDAC3 inhib	IEC-6 cytotox	HIF activator	Platelet DG rel
> COC(=O)CNC(=O)Cc1c(C)n(C(=O)c2ccc(Cl)cc2)c2ccc(OC)cc12
  16.7	4.9	-2.0	-15.3	-3.8	37.9	-6.0	3.2	-0.6	-1.9
> Cc1ccc2cc(CCNC(=O)CC(C)(C)C)c(=O)[nH]c2c1C
  -32.0	23.5	-2.2	6.6	4.7	2.7	-4.6	-2.5	0.2	-19.8
> CCOC(=O)N1CCN(C(=O)c2ccc(OC)cc2)CC1
  13.8	9.5	1.0	-11.4	-5.4	5.3	16.2	7.3	-0.3	-2.6
> CCOC(=O)/C=c1\s/c(=C(\C#N)C(N)=O)n(-c2ccccc2)c1=O
  4.8	6.6	4.2	-15.0	0.9	23.3	3.2	3.2	0.0	-14.0
> O=C1Nc2cc(C(=O)NCCCN3CCOCC3)ccc2S/C1=C/c1cccc(Cl)c1
  -3.9	-13.7	-1.6	-30.8	-4.1	4.2	7.1	-3.7	0.3	7.6
> CSc1nnc(SCc2nc3sc(C(=O)O)c(C)c3c(=O)[nH]2)s1
  -5.6	6.7	7.4	-33.0	-2.1	22.0	1.1	-22.3	-0.3	-1.0
> COc1cccc(-n2c(CN3CCN(Cc4ccccc4)CC3)nc3ccc([N+](=O)[O-])cc3c2=O)c1
  -24.7	23.0	-2.0	-13.8	9.0	17.7	13.8	5.1	0.4	-21.8

# Assay outcomes from PubChem.
